# BioA inh: M. tuberculosis BioA enzyme inhibitors, primary screen, biochemical, plate reader, single point, HTS; 7,8-diaminopelargonic acid synthase BioA (Mycobacterium tuberculosis); purified M. tuberculosis BioA enzyme; inhibition, % at 9.99 µM; 360,000 tested, 0.096% active; AID 602481, 2012; in the data active = inhibition above about 40%
# * hit, by the source's call. An excerpt; rates above refer to the full screens.
> CC(C)NC(=O)N(C)C[C@H]1OCc2cnnn2CCCC(=O)N([C@@H](C)CO)C[C@@H]1C
  BioA inh = -2.3
> COCC(=O)Nc1ccc2c(c1)[C@H]1C[C@H](CC(=O)N3CCOCC3)O[C@@H](CO)[C@H]1O2
  BioA inh = -0.5
> C[C@@H]1CCCCO[C@@H](CN(C)C(=O)Nc2ccc3c(c2)OCO3)[C@H](C)CN([C@H](C)CO)C(=O)c2cc(NS(=O)(=O)c3ccc(F)cc3)ccc2O1
  BioA inh = 1.2
> C[C@H]1CN([C@@H](C)CO)C(=O)c2cccc(NS(=O)(=O)c3ccc(Cl)cc3)c2O[C@H]1CN(C)S(=O)(=O)c1ccc(F)cc1
  BioA inh = -2.4
> CCC(=O)N1CC[C@@H]2[C@H]1c1cc(-c3ccccc3)ccc1N(C)[C@@H]2CO
  BioA inh = 12.1
> C[C@@H]1CN([C@@H](C)CO)C(=O)c2cccc(NC(=O)Nc3ccc(F)cc3)c2O[C@H]1CN(C)Cc1ccccc1
  BioA inh = 7.5
> C[C@H]1CN([C@@H](C)CO)C(=O)c2cc(C#Cc3cccc(F)c3)cnc2O[C@@H]1CN(C)C(=O)C1CCOCC1
  BioA inh = -2.3
> C[C@H](CO)N1C[C@H](C)[C@H](CN(C)Cc2ccc(C(=O)O)cc2)Oc2ncc(-c3ccc(F)cc3)cc2C1=O
  BioA inh = -2.1
> C[C@H](CO)N1C[C@H](C)[C@@H](CN(C)C(=O)Nc2ccc(F)cc2)Oc2c(NC(=O)c3ccc(-c4nccs4)cc3)cccc2C1=O
  BioA inh = -0.6
> CC(C)NC(=O)N(C)C[C@H]1Oc2ccc(NC(=O)Cc3cn(C)c4ccccc34)cc2C(=O)N([C@H](C)CO)C[C@@H]1C
  BioA inh = -3.4
> CCC(=O)N1CC[C@H]2[C@H](CO)Nc3ccc(-c4ccc(OC)cc4)cc3[C@H]21
  BioA inh = -0.1
> CC(=O)Nc1ccc2c(c1)C(=O)N(C)[C@@H]1CC[C@H](CC(=O)NC3CCCCC3)O[C@@H]1CO2
  BioA inh = 11.6
> C[C@H](CO)N1C[C@H](C)[C@H](CN(C)C(=O)Nc2ccc3c(c2)OCO3)Oc2c(NC(=O)C3CCOCC3)cccc2C1=O
  BioA inh = -1.4
> C[C@@H]1CN([C@H](C)CO)S(=O)(=O)c2ccc(C#Cc3ccncc3)cc2O[C@@H]1CN(C)C
  BioA inh = -1.0
> CC=Cc1ccc2n(c1=O)C[C@@H]1[C@@H](CO)[C@H](C(=O)NC3Cc4ccccc4C3)N(CC3CC3)[C@H]21 (mixture of isomers)
  BioA inh = 2.6

> C/C=C/c1ccc2c(c1)O[C@H](CN(C)C(=O)NC1CCCC1)[C@@H](C)CN([C@H](C)CO)S2(=O)=O
  BioA inh = -1.0
> N#C[C@@H]1[C@H](c2ccc(C#Cc3ccc(F)cc3)cc2)[C@@H](CO)N1C(=O)C1CCCC1
  BioA inh = -2.1
> COc1ccc(NC(=O)N(C)C[C@H]2OCCCC[C@@H](C)Oc3ccc(NC(=O)CCCN(C)C)cc3C(=O)N([C@H](C)CO)C[C@@H]2C)cc1
  BioA inh = -1.9
> C[C@H]1CN([C@@H](C)CO)C(=O)c2cccc(NS(C)(=O)=O)c2O[C@@H]1CN(C)S(=O)(=O)c1ccccc1
  BioA inh = -2.5
> CC(C)(C)OC(=O)CC[C@@]12N=C(c3ccc(OCCCO)cc3)O[C@@H]1c1ccccc1CN(Cc1ccccc1)C2=O
  BioA inh = -0.5
> C[C@H]1CN([C@@H](C)CO)S(=O)(=O)c2ccc(-c3ccncc3)cc2O[C@H]1CN(C)C(=O)CC1CC1
  BioA inh = 0.6
> COc1ccccc1NC(=O)N1[C@@H](C#N)[C@H](c2ccccc2)[C@@H]1CO
  BioA inh = 1.8
> CNC[C@@H]1OCCCC[C@@H](C)Oc2ccc(NS(=O)(=O)c3cccs3)cc2C(=O)N([C@H](C)CO)C[C@H]1C
  BioA inh = -6.5
> O=C(NC1CCCCC1)N[C@@H]1CC[C@@H](CCNS(=O)(=O)c2ccc(Cl)cc2)O[C@@H]1CO
  BioA inh = 5.5
> COc1ccc(S(=O)(=O)N(C)C[C@@H]2OCCCC[C@@H](C)Oc3ccc(NS(=O)(=O)c4cccs4)cc3C(=O)N([C@H](C)CO)C[C@H]2C)cc1
  BioA inh = 1.1
> COC(=O)C[C@@H]1CC[C@@H]2[C@H](COc3ccc(NC(=O)Nc4cccc(F)c4)cc3C(=O)N2C)O1
  BioA inh = 29.7
> C[C@H]1CN([C@@H](C)CO)C(=O)Cc2cc(NC(=O)CCCCCC(=O)Nc3ccccc3N)ccc2O[C@H]1CN(C)C(=O)Nc1ccc2c(c1)OCO2
  BioA inh = -0.3
> C[C@@H]1CN([C@@H](C)CO)S(=O)(=O)c2ccc(C3=CCCC3)cc2O[C@H]1CN(C)Cc1ccccc1
  BioA inh = -2.4
> O=C(O)C[C@@H]1C[C@H]2c3cc(NC(=O)Nc4ccc(F)cc4)ccc3O[C@H]2[C@@H](CO)O1
  BioA inh = -4.7
> CN1CCCCN2[C@@H](CO)[C@@H](c3ccc(C#Cc4ccccc4F)cc3)[C@@H]2C1
  BioA inh = 5.7

> COc1ccc(S(=O)(=O)N(C)C[C@@H]2OCCCC[C@H](C)Oc3ccc(NC(=O)c4ccccc4)cc3C(=O)N([C@@H](C)CO)C[C@H]2C)cc1
  BioA inh = -3.5
> C[C@@H]1CCCCO[C@@H](CN(C)C(=O)CCCN(C)C)[C@H](C)CN([C@@H](C)CO)C(=O)c2cc(NC(=O)CCCN(C)C)ccc2O1
  BioA inh = 0.6
> Cc1ccc(S(=O)(=O)Nc2ccc3c(c2)C(=O)N([C@H](C)CO)C[C@@H](C)[C@H](CN(C)S(=O)(=O)c2ccc(C)cc2)OCCCC[C@H](C)O3)cc1
  BioA inh = -4.2
> Cc1noc(C)c1NC(=O)Nc1ccc2c(c1)C(=O)N([C@@H](C)CO)C[C@@H](C)[C@@H](CN(C)Cc1ccc(Cl)c(Cl)c1)OCCCC[C@@H](C)O2
  BioA inh = -2.1
> CCC(=O)N(C)C[C@H]1Oc2ncc(-c3cccc(OC)c3)cc2C(=O)N([C@H](C)CO)C[C@@H]1C
  BioA inh = 14.3
> O=C(C[C@H]1C=C[C@H](NC(=O)C2CCC2)[C@@H](CO)O1)NCC1CC1
  BioA inh = -2.0
> Cc1noc(C)c1NC(=O)N(C)C[C@@H]1Oc2ccc(NC(=O)CCCCCC(=O)Nc3ccccc3N)cc2C(=O)N([C@@H](C)CO)C[C@@H]1C
  BioA inh = 0.6
> COc1ccc(C(=O)N2C[C@H]3[C@@H](c4ccccc42)[C@@H](CO)N3Cc2ccccc2)cc1
  BioA inh = -3.4
> C[C@@H]1CN([C@H](C)CO)C(=O)c2cc(N(C)C)ccc2O[C@@H]1CN(C)C(=O)Nc1cccc2ccccc12
  BioA inh = -0.7
> C[C@@H]1CN([C@H](C)CO)C(=O)c2cc(NC(=O)Nc3ccccc3)ccc2O[C@@H]1CN(C)Cc1ccc(C(=O)O)cc1
  BioA inh = -1.1
> Cc1ccc(-c2cnc3c(c2)C(=O)N([C@@H](C)CO)C[C@H](C)[C@@H](CN(C)C(=O)c2ccncc2)O3)cc1
  BioA inh = -0.1
> COc1ccc(S(=O)(=O)Nc2ccc3c(c2)CC(=O)N([C@H](C)CO)C[C@H](C)[C@@H](CN(C)C)O3)cc1
  BioA inh = 0.7
> CN1CCN(C(=O)C[C@H]2C[C@H]3c4cc(NC(=O)c5ccc6c(c5)OCO6)ccc4O[C@H]3[C@@H](CO)O2)CC1
  BioA inh = 1.7
> C[C@H](NC(=O)C[C@@H]1C[C@@H]2c3cc(NC(=O)NC4CCCC4)ccc3O[C@@H]2[C@H](CO)O1)c1ccccc1
  BioA inh = -2.8
> CO[C@H]1CN(C)C(=O)c2ccc(NC(=O)Cc3ccccc3)cc2OC[C@@H](C)N(C(C)=O)C[C@H]1C
  BioA inh = 0.4

> C[C@@H]1CN([C@H](C)CO)C(=O)c2cc(C#Cc3ccccc3)cnc2O[C@H]1CN(C)Cc1ccccn1
  BioA inh = 2.3
> COc1ccc(S(=O)(=O)Nc2ccc3c(c2)C(=O)N([C@@H](C)CO)C[C@@H](C)[C@H](CN(C)S(=O)(=O)c2c(C)noc2C)OCCCC[C@H](C)O3)cc1
  BioA inh = -0.9
> CCCC#Cc1cnc2c(c1)C(=O)N([C@@H](C)CO)C[C@H](C)[C@@H](CN(C)C(=O)C1CCC1)O2
  BioA inh = 3.3
> COc1ccccc1CN(C)C[C@@H]1OCc2cn(nn2)CCCC(=O)N([C@H](C)CO)C[C@H]1C
  BioA inh = 0.6
> C[C@@H]1CN([C@H](C)CO)C(=O)Cc2cc(NS(=O)(=O)c3cn(C)cn3)ccc2O[C@@H]1CN(C)Cc1ccc(C(F)(F)F)cc1
  BioA inh = -1.3
> CCNC(=O)C[C@H]1CC[C@H]2[C@@H](COc3ccc(NC(=O)c4ccccc4Cl)cc3C(=O)N2C)O1
  BioA inh = -0.3
> C[C@@H]1CN([C@H](C)CO)C(=O)c2cc(NC(=O)C3CCCCC3)ccc2O[C@@H](C)CCCCO[C@@H]1CN(C)C(=O)c1ccccc1
  BioA inh = -1.3
> CCCNC(=O)Nc1ccc2c(c1)C(=O)N(C)C[C@@H](OC)[C@@H](C)CN(Cc1ccc(-c3ccccn3)cc1)[C@H](C)CO2
  BioA inh = -1.1
> N#Cc1cccc(-c2ccc([C@@H]3[C@H]4CN(Cc5ccccc5F)CCCCN4[C@H]3CO)cc2)c1
  BioA inh = -0.2
> COCCNC(=O)C[C@H]1CC[C@@H]2[C@@H](COc3ccc(NC(=O)c4cnccn4)cc3C(=O)N2C)O1
  BioA inh = 17.0
> CC(C)OC(=O)N(C)C[C@H]1OCc2cn(nn2)CCCC(=O)N([C@H](C)CO)C[C@H]1C
  BioA inh = -2.3
> C[C@@H]1CCCCO[C@@H](CN(C)Cc2ccccc2)[C@@H](C)CN([C@H](C)CO)C(=O)c2cc(NS(=O)(=O)c3ccccc3)ccc2O1
  BioA inh = -0.2
> C[C@@H]1CCCCO[C@@H](CN(C)S(=O)(=O)c2ccc(F)cc2)[C@@H](C)CN([C@@H](C)CO)C(=O)c2cc(NC(=O)Nc3cccc4ccccc34)ccc2O1
  BioA inh = -2.1
> C[C@H](O)C#Cc1cnc2c(c1)C(=O)N([C@H](C)CO)C[C@@H](C)[C@H](CN(C)CC1CCCC1)O2
  BioA inh = -0.7
> CC(C)CC#Cc1cnc2c(c1)C(=O)N([C@H](C)CO)C[C@H](C)[C@H](CN(C)C(=O)c1ccccc1)O2
  BioA inh = -0.5

# Next part; the last 3 above are carried over.
> C[C@@H]1CCCCO[C@@H](CN(C)S(=O)(=O)c2ccc(F)cc2)[C@@H](C)CN([C@@H](C)CO)C(=O)c2cc(NC(=O)Nc3cccc4ccccc34)ccc2O1
  BioA inh = -2.1
> C[C@H](O)C#Cc1cnc2c(c1)C(=O)N([C@H](C)CO)C[C@@H](C)[C@H](CN(C)CC1CCCC1)O2
  BioA inh = -0.7
> CC(C)CC#Cc1cnc2c(c1)C(=O)N([C@H](C)CO)C[C@H](C)[C@H](CN(C)C(=O)c1ccccc1)O2
  BioA inh = -0.5
> CCNC(=O)C[C@@H]1CC[C@@H]2[C@@H](COc3ccc(NC(=O)C4CCOCC4)cc3C(=O)N2C)O1
  BioA inh = -1.0
> CCCN1C[C@@H](C)[C@@H](OC)CN(C)C(=O)c2ccc(NC(=O)c3ccc(F)cc3)cc2OC[C@@H]1C
  BioA inh = 2.1
> COCC(=O)N1[C@H](CO)[C@@H](c2ccc(-c3cccc(F)c3)cc2)[C@@H]1C#N
  BioA inh = -1.9
> CC(C)C(=O)Nc1ccc2c(c1)C(=O)N(C)[C@H]1CC[C@@H](CC(=O)NC3CCCC3)O[C@H]1CO2
  BioA inh = -0.1
> Cc1ccc(S(=O)(=O)N[C@@H]2CC[C@@H](CCn3cc(C4CC4)nn3)O[C@H]2CO)cc1
  BioA inh = -1.0
> C[C@H](CO)N1C[C@H](C)[C@H](CN(C)S(C)(=O)=O)Oc2ccc(NC(=O)Nc3ccc4c(c3)OCO4)cc2CC1=O
  BioA inh = 2.6
> Cc1ccccc1-c1cnc2c(c1)C(=O)N([C@@H](C)CO)C[C@H](C)[C@H](CN(C)C(=O)c1ccncc1)O2
  BioA inh = 7.0
> C[C@@H]1CN([C@@H](C)CO)C(=O)Cc2cc(NS(=O)(=O)c3cccs3)ccc2O[C@H]1CN(C)C(=O)Nc1ccc(F)cc1
  BioA inh = 0.5
> CCCNC(=O)Nc1ccc2c(c1)OC[C@H](C)N(Cc1ccccc1)C[C@@H](C)[C@H](OC)CN(C)C2=O
  BioA inh = 1.1
> CC(C)NC(=O)Nc1cccc2c1O[C@@H](CN(C)C(=O)NC1CCCCC1)[C@@H](C)CN([C@H](C)CO)C2=O
  BioA inh = -0.1
> CO[C@@H]1CN(C)C(=O)c2cc(NC(=O)c3ccc(F)cc3)ccc2OC[C@H](C)N(C(=O)CN(C)C)C[C@@H]1C
  BioA inh = -3.0
> Cc1noc(C)c1S(=O)(=O)Nc1ccc2c(c1)C(=O)N([C@@H](C)CO)C[C@@H](C)[C@@H](CN(C)Cc1ccc(C(=O)O)cc1)O2
  BioA inh = -0.9
> COc1ccc(NC(=O)N(C)C[C@H]2Oc3ccc(NS(C)(=O)=O)cc3CC(=O)N([C@H](C)CO)C[C@H]2C)cc1
  BioA inh = -1.8
> Cc1noc(C)c1NC(=O)N[C@@H]1C=C[C@H](CC(=O)NCCCN(C)C)O[C@@H]1CO
  BioA inh = 2.4
> C[C@H](CO)N1C[C@H](C)[C@H](CN(C)Cc2ccc(Cl)c(Cl)c2)Oc2ccc(NS(C)(=O)=O)cc2C1=O
  BioA inh = 2.1

> OC[C@@H]1[C@@H]2c3ccccc3NC[C@@H]2N1Cc1ccccc1Cl
  BioA inh = -3.6
> CC(C)NC(=O)Nc1ccc2c(c1)C(=O)N([C@@H](C)CO)C[C@H](C)[C@H](CN(C)C(=O)Nc1ccc3c(c1)OCO3)OCCCC[C@H](C)O2
  BioA inh = 0.7
> C[C@@H]1CN([C@H](C)CO)C(=O)c2cccc(NC(=O)C3CCOCC3)c2O[C@H]1CN(C)Cc1ccc(Cl)c(Cl)c1
  BioA inh = -0.7
> C[C@H]1CN([C@@H](C)CO)C(=O)Cc2cc(NC(=O)Nc3ccccc3)ccc2O[C@@H]1CN(C)Cc1ccc(Oc2ccccc2)cc1
  BioA inh = -1.5

# Screening data deposited in PubChem BioAssay by Broad Institute.
